Assay outcomes: PubChem BioAssay, NCI
Growth percent in the NCI-60 one-dose screen (48 h, 10 µM unless noted): 100 = growth as untreated, 0 = no growth, -100 = all killed.
M14: M14 melanoma; actives 6.2% (n = 80,000); AID 1794745
CCRF-CEM: CCRF-CEM leukemia; actives 7% (n = 77,000); AID 1794778
A549/ATCC: A549/ATCC NSCLC | actives 3.7% (n = 81,000) | AID 1794740
HOP-92: HOP-92 NSCLC cells; actives 6.3% (n = 71,000); AID 1794738
EKVX: EKVX NSCLC; actives 3% (n = 71,000); AID 1794765
SK-MEL-5: SK-MEL-5 melanoma. AID 1794755. actives 6.4% (n = 80,000)
HOP-62: HOP-62 NSCLC; actives 3.9% (n = 80,000)
SK-MEL-28: SK-MEL-28 melanoma; actives 4.1% (n = 81,000); AID 1794761
An asterisk follows results filed as active; · = no result given; & = joins results of further samples. Rule for the calls: active = growth percent below 10; inactive = the rest.

SMILES | M14 | CCRF-CEM | A549/ATCC | HOP-92 | EKVX | SK-MEL-5 | HOP-62 | SK-MEL-28
Clc1ccccc1CN1CCc2sccc2C1 | 88 | 94 | 87 | 73 | 73 | 98 | 106 | 106
CCCC(CCC)(C[N+](=O)[O-])C[N+](=O)[O-] | 95 | 101 | 106 | 84 | · | 101 | 107 | 100
c1ccc(CCN(CCc2ccccc2)CCN(CCc2ccccc2)CCc2ccccc2)cc1 | 68 | 61 | 85 | 81 | 68 | 86 | 80 | 90
NN=C1CCC(=NN)CC1 | 64 | 78 | 89 | 88 | 89 | 102 | 46 | 93
COc1cc(C2=NN(C=O)C(c3c(C)nn(-c4ccccc4)c3N(C)Cc3ccccc3)C2)cc(OC)c1OC (stereo unspecified) | 98 | 90 | 61 | 73 | 76 | 85 | 76 | 102
Cc1ccc(-n2nc(C)c(N=Nc3ccccc3)c2C)cc1 | 84 | 110 | 88 | 90 | 83 | 93 | 109 | 99
O=[N+]([O-])c1cnccc1-n1nnc2ccccc21 | 89 | 92 | 92 | 86 | 96 | 92 | 107 | 101
Cn1cc(C2=C(c3coc4ccc(F)cc34)C(=O)NC2=O)c2ccccc21 | 83 | 68 | 74 | 88 | 58 | 91 | 81 | 96
COC(=O)[C@]1(C)N[C@H](c2cn(-c3ccccc3)nc2-c2ccccc2)[C@@H]2C(=O)N(c3ccccc3)C(=O)[C@@H]21 | 99 | · | 98 | · | 104 | 108 | 104 | 104
CSc1ccc2c(c1)N(C(=O)/C(C#N)=C/c1ccc3c(c1)OCO3)c1ccccc1S2 | 111 | 102 | 100 | 87 | 99 | 99 | 99 | 101
N=c1c2cc(-c3ccccc3)oc2ncn1NC(=O)c1ccccc1 | 96 | 111 | 102 | 87 | 86 | 99 | 92 | 103
O=[N+]([O-])c1cc(Cl)c(Cl)c(Cl)c1Cl | 99&101 | 108&108 | 99&102 | 87&79 | 97&116 | 102&116 | 90&109 | 107&111
CCCc1nc2nc3c(c(C)nn3-c3ccccc3)c(-c3ccc(Cl)cc3)c2c(=O)[nH]1 | 102 | 86 | 100 | 78 | · | 99 | 87 | 108
O=S(=O)(O)c1nc(-c2ccccc2)c(-c2ccccc2)[nH]1 | 99 | 105 | 101 | 103 | 102 | 97 | 104 | 99
O=C(Nc1ccc(-n2ccc3c(NC(=O)c4ccccc4)nccc32)cc1)Nc1cccc(C(F)(F)F)c1 | 44 | 14 | 7.7* | 32 | 66 | 54 | 85 | 60
COc1nccnc1NS(=O)(=O)c1ccc(N)cc1 | 109 | 99 | 100 | 106 | 106 | 105 | 106 | 116
Cc1ccc(S(=O)(=O)Nc2ccc(-c3cc(-c4cccc(F)c4)c(C#N)c(N)n3)cc2)cc1 | -8.8* | 7.7* | 33 | -39* | 52 | 28 | 53 | -33*
COc1cccc2[nH]cc(C(=O)C(=O)Nc3cc(C)on3)c12 | 110 | 102 | 102 | 88 | 97 | 104 | 101 | 108
c1ccc2c(-c3nc(-c4c[nH]c5ncccc45)cs3)c[nH]c2c1 | 100 | 75 | 100 | 66 | 80 | 106 | 83 | 112
CC(C)c1c[nH]c(=O)[nH]c1=O | 113 | 99 | 102 | 104 | · | 100 | 112 | 107
CCC(c1ccccc1)c1nn2c(-c3cccs3)nnc2s1 (stereo unspecified) | 105 | · | 94 | 56 | · | 91 | 94 | 107
CCCCN(C)c1nc2c(c(C#N)c1C#N)CCCCC2 | 93 | 106 | 95 | 58 | 92 | 90 | 91 | 92
CC1=C(C(=O)/C=C/c2ccc([N+](=O)[O-])cc2)C(c2ccccc2)NC(=S)N1 (stereo unspecified) | 98 | 106 | 108 | 92 | 97 | 100 | 97 | 109
CN1CCN(CCNc2nccc(-c3c(-c4ccc(F)c(O)c4)nc4sccn34)n2)S1(=O)=O | 52 | 32 | 57 | 67 | 62 | 23 | 85 | 86
CC(=O)OCC(=O)COC(C)=O | 99 | 91 | 100 | 86 | 94 | 99 | 101 | 113
CCOC(=O)CC(C(=O)OCC)P(c1ccccc1)c1ccccc1 (stereo unspecified) | 103 | · | 105 | 86 | 99 | 101 | 101 | 112
CCN1CCN(Cc2ccc(C(=O)Nc3cccc(-c4cn(-c5ccc6oc(=O)ccc6c5)nn4)c3)cc2C(F)(F)F)CC1 | -100* | -21* | -100* | -18* | -100* | -100* | -100* | -100*
Cc1ccc2nc(C(F)(F)F)cc(NN)c2c1 | 111 | · | 91 | · | · | 99 | 102 | 116
O=Cc1ncc(-c2ccc(C(F)(F)F)cc2)c(NCCCC(F)(F)C(F)(F)C(F)(F)C(F)(F)C(F)(F)C(F)(F)C(F)(F)C(F)(F)F)n1 | 87 | · | 110 | · | · | 102 | 90 | 114
O=CN(Cc1ccccc1)Cc1ccccc1 | 105 | 105 | 108 | 101 | 111 | 103 | 104 | 117
O=c1c2cnn(-c3ccccc3)c2nc2n1NC(CCl)=NN2 | 105 | 107 | 103 | 113 | 104 | 100 | 100 | 110
Brc1cc2ccccc2s1 | 92 | 94 | 90 | 95 | 97 | 105 | 92 | 104
Cn1c(SCC(=O)c2ccco2)nc2ccccc2c1=O | 97 | 99 | 108 | 91 | 55 | 98 | 100 | 108
c1ccc(C2(c3ccccc3)CCCO2)cc1 | 107 | 99 | 95 | 96 | 98 | 106 | 98 | 103
Cc1cc(=O)oc2cc(OCc3cn(CCNc4nc(-c5ccc(Br)cc5)cn5ccnc45)nn3)ccc12 | 59 | 52 | 51 | 82 | 108 | 58 | 67 | 81
O=C(Nc1ccccc1)Nc1ccc(OCC(=O)c2ccc(Cl)cc2)cc1 | 96 | 87 | 79 | 116 | 102 | 99 | 84 | 104
CCC(/C=C\C(C)C1CCC2C3CC=C4CC(OC(C)=O)CCC4(C)C3CCC12C)C(C)C (stereo unspecified) | 104 | 101 | 112 | · | 102 | 98 | 110 | 108
CCc1ccc(/C(C#N)=C/C=C/c2ccccc2)cc1 | 23 | -5.5* | 29 | · | 52 | 9.2* | 34 | 52
C=CCOC(=O)C1=C(C)NC2=C(C(=O)CCC2)C1c1cc(OC)ccc1OC (stereo unspecified) | 97 | 99 | 96 | · | 100 | 98 | 88 | 105
CCOC(=O)C(=Cc1ccc(C#N)cc1)C(=O)OCC | 27 | 3.0* | 53 | 58 | 77 | 60 | 104 | -18*
Cc1ccc(NCC(=O)Nc2ccc(-c3nc4ccccc4s3)cc2)cc1 | 96 | 40 | 86 | 84 | · | 89 | 96 | 117
CCOC(=O)c1noc2c1CCc1c-2cn(Cc2ccccc2)c1-c1ccccc1 | 76 | 49 | 91 | 74 | 103 | 32 | 78 | 91
Cc1cc[n+](CC(=O)c2ccc(-c3ccccc3)cc2)cc1 | 104 | · | 94 | 75 | 64 | 90 | 89 | 111
CC1SC(=S)N(c2ccc(Cl)cc2)C1=O (stereo unspecified) | 105&111 | 95&113 | 96&94 | 78 | 90&88 | 94&95 | 93&92 | 104
CC(C)=CCNc1ncnc2c1ncn2C1OC(COP(=O)(O)O)C(O)C1O (stereo unspecified) | 51 | 11 | · | 75 | · | 81 | 46 | 86
CCCc1cc2c(cc1Br)OCO2 | 88 | 97 | 81 | 87 | 94 | 100 | 84 | 105
C=CCOC(=O)CC(=O)c1ccccc1 | 104 | 117 | 103 | 83 | 105 | 91 | 92 | 106
O=c1cc(-c2ccccc2)nc2cc(-c3ccco3)[nH]n12 | 78 | 79 | 57 | · | 90 | 83 | 88 | 89
CCOC(=O)CS | 106 | 103 | 104 | 101 | 114 | 100 | · | 103
Nn1c(Cc2ccccc2)nnc1Cc1ccccc1 | 96 | 104 | 98 | · | 98 | 102 | 99 | 113
N#Cc1c(NC(=O)NCc2ccccc2)sc2c1CCCCC2 | 11 | 15 | 25 | 45 | 39 | 18 | 34 | 67
COc1ccc(C(=O)Nc2cccc(C3CC(=O)c4c(cc(OC)c(OC)c4OC)O3)c2)cc1 (stereo unspecified) | -24* | 9.4* | 28 | 34 | 45 | 9.7* | 14 | 56
Cc1ccc2c(c1)CC(O)CC1C(=O)N(CCO)CC(=O)N21 (stereo unspecified) | 103 | 104 | 77 | 124 | 104 | 104 | 101 | 102
O=C(/C=C/c1c(-c2ccccc2)[nH]c2ccccc12)S(=O)(=O)c1ccccc1 | 52 | 30 | 26 | 48 | 64 | 37 | 69 | 73
COc1cc(CNC(=O)CCCC/C=C/C(C)C)ccc1OCc1cn(-c2ccc(Cl)cc2)nn1 | 91 | 72 | 85 | 77 | 72 | 78 | 84 | 107
COc1ccc(-c2cs/c(=N\N=C\c3cccc(C)c3)n2-c2ccccc2)cc1 | · | 95 | 98 | 107 | 74 | 97 | 95 | 95
O=C(Cn1nncc1CN1C(=O)CSC1=O)Nc1ccc(F)cc1F | 101 | 103 | 99 | · | 110 | 103 | 105 | 109
Cc1cc(Nc2nc(-c3ccncc3)nc3ccccc23)n[nH]1 | 66 | 68 | 42 | 55 | · | 89 | 95 | 69
CC(C)(C)c1ccc(C2=NN(c3ccc(S(C)(=O)=O)cc3)C(=O)CC2)cc1 | 102 | 76 | 93 | 81 | 90 | 81 | 92 | 98
C=CCn1c(SCC(=O)c2ccc(Br)cc2)nnc1-c1c[nH]c2ccccc12 | 97 | 98 | 103 | 91 | 93 | 96 | 103 | 96
Next section:
SMILES | M14 | CCRF-CEM | A549/ATCC | HOP-92 | EKVX | SK-MEL-5 | HOP-62 | SK-MEL-28
Cc1coc(NS(=O)(=O)c2ccc(N=Nc3c(N)nc(N)nc3N)cc2)c1C | 100 | 92 | 101 | · | · | 103 | 94 | 110
NC(=S)N=Nc1c(O)c2ccccc2c2ccccc12 | -69* | 106 | 24 | · | · | -99* | 30 | 35
COc1c(/C=N\NC(=S)SCc2ccccc2)c(O)cc2oc(C)cc(=O)c12 | 51 | 32 | 62 | 68 | 79 | 71 | 36 | 76
O=C(CN1CCN(c2ncnc3c2cnn3-c2ccccc2)CC1)Nc1ccccc1 | 71 | · | 86 | 72 | 63 | 10 | 79 | 86
CCCC(=O)C(CCN(C)C)c1ccccn1 (stereo unspecified) | · | 115 | 108 | 99 | 101 | 105 | 106 | 107
COc1ccc(C(=O)/C=C/c2cc(-c3cc(OC)c(OC)c(OC)c3)n[nH]2)cc1F | 103 | 100 | 88 | · | · | 102 | 121 | 102
CC1(c2ccc(Br)cc2)NC(=O)NC1=O (stereo unspecified) | 103 | · | 93 | 90 | 109 | 104 | · | 112
COC1OC2=NN=C(C)C2C2(C(=O)Nc3ccccc32)C1OC (stereo unspecified) | 107 | 103 | 121 | 106 | 109 | 102 | 107 | 111
CCc1cc2c(cc1C(C)=O)C(C)CCC2(C)CC (stereo unspecified) | 104 | 111 | 99 | 108 | 109 | 100 | 99 | 111
N#Cc1cnn2c1ncc1ccccc12 | 108 | 109 | 99 | 111 | 102 | 102 | 103 | 115
CCOC(=O)c1nn(CC(O)c2ccccc2)c(NC(=O)Nc2cccc(F)c2)c1C (stereo unspecified) | 103 | 97 | 88 | 100 | 101 | 97 | 104 | 113
c1ccc(-c2oc3ncn4nc(-c5ccncc5)nc4c3c2-c2ccccc2)cc1 | 104 | 103 | 96 | 83 | 89 | 96 | 90 | 116
Cc1ccc(C)c(Oc2c(/C=N/NC(=O)Cn3c(=O)sc4ccccc43)c(C)nn2-c2ccccc2)c1 | 68 | 67 | 47 | 67 | 58 | 71 | 82 | 97
CC(C)/C=N\O | 104 | 106 | · | 97 | 119 | 103 | 103 | 115
Cc1cc2nc3c4ccccc4n(CCN(C)C)c3nc2cc1C | 13 | 10 | -34* | 28 | 18 | 6.2* | 2.1* | 20
O=C(CSC(=S)n1cnc2ccccc21)NC(=O)c1ccccc1 | 101 | 106 | 106 | · | 103 | 103 | 103 | 107
COc1ccc(-c2cn(C/C=C3\C=CN(S(=O)(=O)c4ccccc4)CC3)nn2)cc1 | 99&99 | 96&100 | 98&104 | 75&100 | 102&110 | 94&96 | 98&101 | 100&104
CN(C)c1ccccc1CCO | · | 116 | 108 | 85 | 114 | 97 | 93 | 106

4 entries from above, with tabs.
structure	M14	CCRF-CEM	A549/ATCC	HOP-92	EKVX	SK-MEL-5	HOP-62	SK-MEL-28
Cc1cc2nc3c4ccccc4n(CCN(C)C)c3nc2cc1C	13	10	-34*	28	18	6.2*	2.1*	20
Cc1ccc(C)c(Oc2c(/C=N/NC(=O)Cn3c(=O)sc4ccccc43)c(C)nn2-c2ccccc2)c1	68	67	47	67	58	71	82	97
COc1ccc(-c2cn(C/C=C3\C=CN(S(=O)(=O)c4ccccc4)CC3)nn2)cc1	99&99	96&100	98&104	75&100	102&110	94&96	98&101	100&104
CN(C)c1ccccc1CCO	·	116	108	85	114	97	93	106

Quoted at random: six records from the list.
SMILES | M14 | CCRF-CEM | A549/ATCC | HOP-92 | EKVX | SK-MEL-5 | HOP-62 | SK-MEL-28
Cc1cc2nc3c4ccccc4n(CCN(C)C)c3nc2cc1C | 13 | 10 | -34* | 28 | 18 | 6.2* | 2.1* | 20
O=C(CSC(=S)n1cnc2ccccc21)NC(=O)c1ccccc1 | 101 | 106 | 106 | · | 103 | 103 | 103 | 107
Cc1ccc(C)c(Oc2c(/C=N/NC(=O)Cn3c(=O)sc4ccccc43)c(C)nn2-c2ccccc2)c1 | 68 | 67 | 47 | 67 | 58 | 71 | 82 | 97
CC(C)/C=N\O | 104 | 106 | · | 97 | 119 | 103 | 103 | 115
CN(C)c1ccccc1CCO | · | 116 | 108 | 85 | 114 | 97 | 93 | 106
COc1ccc(-c2cn(C/C=C3\C=CN(S(=O)(=O)c4ccccc4)CC3)nn2)cc1 | 99&99 | 96&100 | 98&104 | 75&100 | 102&110 | 94&96 | 98&101 | 100&104
